# Screens deposited in PubChem BioAssay by several laboratories.
# rCAG binder – molecules binding r(CAG) RNA repeats | r(CAG) RNA repeat, TO-PRO-1 dye displacement fluorescence | inhibition, % at 3 µM | 370,000 tested, 1.3% active;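 active = inhibition above the plate cutoff, the mean of all test compounds on that plate plus 3 SD, cut at about 35% in these data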;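 note: 0% = DMSO alone and 100% = 100 µM mitoxantrone as full dye displacement; higher means more dye released from RNA so lower well fluorescence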
# ASAP1 GAP inh – blocks human ASAP1-stimulated Arf1 GTP hydrolysis; Q9ULH1; GDP FP detection; inhibition, % at 16.5 µM; 360,000 tested, 0.19% active; in the data active = inhibition above about 25%;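 note: 0% = vehicle with enzyme and substrate and 100% = no enzyme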
# SMARCA2 act – increases SMARCA2 function in MMTV reporter cells; MG213 cells, MMTV-luciferase reporter, dexamethasone, overnight; activation, % at 9.1 µM; 370,000 tested, 1% active; in the data active = activation above about 7.8%;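 note: 0% = vehicle wells and 100% = reference activator wells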
# NR1D1 modulator – modulators of human Rev-erb alpha DNA binding; Rev-erbα–FITC-DNA binding, fluorescence polarization, 90 min; activity, % at 10 µM; P20393; 370,000 tested, 0.79% active;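 active = activity above about 14%, limit read from the data; passing the limit was not always enough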;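 note: 0% = DMSO wells with 35 nM protein and 100% = DMSO wells with 750 nM protein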
# Target sequence (P20393 whole entry, looked up): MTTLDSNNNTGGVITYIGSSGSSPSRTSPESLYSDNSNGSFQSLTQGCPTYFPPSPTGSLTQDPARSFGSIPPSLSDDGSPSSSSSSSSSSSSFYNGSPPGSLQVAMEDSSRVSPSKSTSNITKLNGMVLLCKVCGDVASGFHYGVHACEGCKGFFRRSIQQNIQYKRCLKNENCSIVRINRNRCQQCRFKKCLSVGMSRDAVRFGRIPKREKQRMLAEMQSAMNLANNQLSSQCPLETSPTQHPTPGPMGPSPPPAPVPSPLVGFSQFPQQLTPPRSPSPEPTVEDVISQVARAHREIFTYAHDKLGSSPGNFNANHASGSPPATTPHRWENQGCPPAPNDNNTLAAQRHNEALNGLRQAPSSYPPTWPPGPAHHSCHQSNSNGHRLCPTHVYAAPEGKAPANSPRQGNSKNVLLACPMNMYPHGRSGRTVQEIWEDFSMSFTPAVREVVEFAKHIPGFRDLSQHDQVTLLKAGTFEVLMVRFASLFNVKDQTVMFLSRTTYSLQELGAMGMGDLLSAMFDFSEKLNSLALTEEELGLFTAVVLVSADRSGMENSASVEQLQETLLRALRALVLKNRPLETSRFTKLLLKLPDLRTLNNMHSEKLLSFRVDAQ
# HTRA1 inh – inhibitors of human serine peptidase HTRA1; Q92743; recombinant HTRA1, FP-rhodamine activity-based probe, fluorescence polarization; inhibition, % at 5.96 µM; 340,000 tested, 0.5% active; AID 504803; in the data active = inhibition above about 36%;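 note: 0% = enzyme with DMSO and 100% = wells lacking enzyme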
# Target sequence (Q92743 whole entry, looked up): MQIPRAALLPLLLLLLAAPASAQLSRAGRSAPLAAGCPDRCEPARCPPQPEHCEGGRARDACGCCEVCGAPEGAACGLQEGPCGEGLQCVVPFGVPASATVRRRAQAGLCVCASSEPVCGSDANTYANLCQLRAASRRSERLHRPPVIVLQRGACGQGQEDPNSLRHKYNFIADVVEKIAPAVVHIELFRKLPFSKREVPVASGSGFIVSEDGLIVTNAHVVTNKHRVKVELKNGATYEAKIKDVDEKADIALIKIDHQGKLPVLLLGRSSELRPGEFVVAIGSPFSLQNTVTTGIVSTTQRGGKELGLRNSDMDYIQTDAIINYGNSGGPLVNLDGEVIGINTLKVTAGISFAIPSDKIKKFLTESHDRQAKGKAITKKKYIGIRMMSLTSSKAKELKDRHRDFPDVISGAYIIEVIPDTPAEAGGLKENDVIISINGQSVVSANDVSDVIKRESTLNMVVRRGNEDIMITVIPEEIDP
# PG9 binder – small molecules binding HIV-1 gp120 antibody PG9 | AID 624416 | inhibition, % at 6.7 µM | 360,000 tested, 0.43% active | TR-FRET gp120-PG9 antibody binding; in the data active = inhibition above about 8.5%
# ABHD4 inh – inhibits mouse alpha/beta hydrolase domain 4; Q8VD66; purified mABHD4, FP-Rh probe fluorescence polarization; inhibition, % at 8.92 µM; 370,000 tested, 0.54% active;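 active = inhibition exceeding the mean over every tested compound plus 3 SD, cut at about 30% in these data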;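 note: 0% = plate median of compound wells and 100% = S159A mutant with DMSO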
#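 System: mouse ABHD4 enzyme, wild type / Medium: HEPES pH 7.0, NaCl, Pluronic buffer / Reagent: FP-Rh activity-based fluorescent probe / Control set: S159A mutant high control, sample median low control / Detection: fluorescence polarization with parallel and perpendicular emission, 525/598 nm / Schedule: 45 min + 60 min at 25 °C / Compound dosing: 8.92 µM, single dose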
# NPR2 activator – GC-B (human) receptor activation; P20594; 370,000 tested, 0.11% active; activation, % at 10 µM; HEK293-GC-B cells, CNP EC30, cGMP TR-FRET; 0% at EC30 CNP, 100% saturating CNP;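 active = activation at 10 µM reaching about 35% in either raw or pattern-adjusted values, limit read from the data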
# ARFGAP1 inh – inhibits rat ARF GTPase activating protein 1. 360,000 tested, 0.26% active. inhibition, % at 16.5 µM. Q62848. Arfgap1-stimulated ARF1 GTP hydrolysis, GDP FP detection. AID 651572;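 active = inhibition above a per-plate limit, mean inhibition of low control wells plus 3 SD, cut at about 25% in these data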;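 note: 0% = DMSO wells with enzyme and 100% = wells lacking Arfgap1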
#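 Repeats: one replicate per compound; assay system: rat Arfgap1 catalytic domain, aa 1-136; times: enzyme reaction 120 min at 25 °C after 20 min preincubation; detection: FP of antibody-bound GDP Alexa 633 tracer, ex 620/em 688 nm; benchmarks: high control wells lacking Arfgap1, low control full reaction with DMSO; reagent: human ARF1(Δ1-17)-GTP substrate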
# GC-A act – GC-A (human) enzyme activation; activation, % at 10 µM; 370,000 tested, 0.14% active; P16066; HEK293 GC-A cells, cGMP TR-FRET, EC30 ANP; 0% at EC30 ANP, 100% saturating ANP; in the data active = activation above about 40%
# * = called active by the depositor; nt = no result given. Hits appear at their usual frequency; overall some 4.4% were active at least once.
SMILES,rCAG binder,ASAP1 GAP inh,SMARCA2 act,NR1D1 modulator,HTRA1 inh,PG9 binder,ABHD4 inh,NPR2 activator,ARFGAP1 inh,GC-A act
Cc1ccc(/C=C/C(=O)N2CCN(c3ccc(F)cc3)CC2)o1,-8,3,-5,-1,-1,0.2,-1,-3,2,2
Cn1c(=O)c2c(nc(N3CCOCC3)n2CCSc2ncccn2)n(C)c1=O,0,-17,-1,0,-1,-1.1,0,2,7,2
O=C(O)CSc1nnc(-c2ccccc2)o1,1,0,0,-7,0,-0.5,4,11,-7,-2
COc1ccc(C2CC3(CC(C)(C)NC(=O)N3)Oc3cc(O)ccc32)cc1 (stereo unspecified),-4,2,-6,0,-4,1.1,7,1,9,35
COc1ccc(NC(=O)C2CCCN(S(=O)(=O)c3ccc(C)cc3)C2)cc1OC (stereo unspecified),-1,13,-2,-1,3,0.5,5,-2,7,4
CN1/C(=C\C(=O)C[n+]2ccc3ccccc3c2)C(C)(C)c2ccccc21,4,7,-7,-2,nt,0.2,-2,1,-4,3
CCOC(=O)N/N=C(C)/C=C/c1ccco1,0,4,4,2,5,-5.9,6,1,1,4
O=c1cc(N2CCCCC2)c2ccccc2o1,-2,6,-1,-3,-6,-0.3,-4,-16,4,-21
CCn1c(CNc2nc(-c3ccccc3)cs2)nnc1SCC(=O)NCc1ccco1,3,-1,-2,-5,3,0.2,6,0,2,-5
CS(=O)(=O)N1CCN(C(=O)c2ccc3c(c2)OCCO3)CC1,-5,-3,0,6,-5,0.1,2,3,-1,7
CCC(=O)N1CCc2cc(Br)cc(S(=O)(=O)CCC(=O)NCCOC)c21,-1,10,-2,7,4,1.9,4,0,9,-1
OCC1(CCc2ccccc2)CCN(Cc2cc(F)ccc2-n2cccn2)CC1,-8,3,-3,0,-5,1.3,2,0,4,-2
CC(OC(=O)c1ccc(CN2CCCC2=O)cc1)C(=O)Nc1ccc(Cl)cc1 (stereo unspecified),3,-6,-1,-8,4,-1.4,1,4,0,-2
O=C(CCN(CCO)Cc1ccccc1)Nc1ccc(Br)cc1,3,0,-2,0,-11,1.8,2,-10,5,-12
COc1ccccc1N1C(=O)c2cccc3c(C(=O)O)ccc(c23)C1=O,3,-9,5,-2,5,1.1,0,1,-8,1
CCC(Oc1ccccc1)C(=O)N(C)CC(=O)N(CC(C)C)c1c(N)n(CC(C)C)c(=O)[nH]c1=O (stereo unspecified),-11,13,1,5,-8,0.2,-1,1,4,3
O=C(CC1CCS(=O)(=O)C1)NC1CCCCC1 (stereo unspecified),-2,0,-1,3,-5,-0.4,0,6,1,3
CCOc1ccccc1NC(=O)Cn1nnc(C(=O)Nc2ccccc2Cl)c1N,6,-4,-3,4,-7,2.6,1,-1,10,9
COCCCn1c(C)cc(C(=O)COC(=O)CCc2nc3ccccc3c(=O)[nH]2)c1C,1,-12,2,-8,nt,-1.3,-3,-1,-7,-1
O=c1cc(CSc2nnc(NC3CCCCC3)s2)nc2sccn12,-1,-4,-4,-3,-5,-3.6,3,-2,2,0
Cc1ccc(C)c(S(=O)(=O)c2c(C)cc(C)nc2Cl)c1,-5,-2,-2,-3,-8,-1.6,1,4,4,2
CN=Cc1nc(-c2ccccc2)oc1O,0,2,6,-2,1,-0.7,3,4,3,4
CN(CC(=O)NNC(=O)c1cccnc1)S(=O)(=O)c1cc(Cl)ccc1Cl,1,2,-5,-2,2,2.2,-1,2,1,-5
COCC(C)NS(=O)(=O)c1ccc(NC(=O)C(Cc2ccccc2)NC(N)=O)cc1 (stereo unspecified),-1,-10,2,-4,7,-0.4,4,0,-2,5
COc1ccc([C@@H]2Sc3ccccc3NC(=O)[C@@H]2O)cc1,-5,1,-2,-4,-1,1.1,4,0,-5,1

# 2 compounds drawn at random from those above, as already listed:
SMILES,rCAG binder,ASAP1 GAP inh,SMARCA2 act,NR1D1 modulator,HTRA1 inh,PG9 binder,ABHD4 inh,NPR2 activator,ARFGAP1 inh,GC-A act
CC(OC(=O)c1ccc(CN2CCCC2=O)cc1)C(=O)Nc1ccc(Cl)cc1 (stereo unspecified),3,-6,-1,-8,4,-1.4,1,4,0,-2
COCC(C)NS(=O)(=O)c1ccc(NC(=O)C(Cc2ccccc2)NC(N)=O)cc1 (stereo unspecified),-1,-10,2,-4,7,-0.4,4,0,-2,5

# (more compounds)
SMILES,rCAG binder,ASAP1 GAP inh,SMARCA2 act,NR1D1 modulator,HTRA1 inh,PG9 binder,ABHD4 inh,NPR2 activator,ARFGAP1 inh,GC-A act
CCOC(=O)c1cnc2c(OC)cccc2c1N1CC(C)CC(C)C1 (stereo unspecified),-8,-8,-1,6,-27,1.0,-12,-2,-11,-5
COc1ccc(C2=NN(c3ccccc3)C(c3cccs3)C2)cc1 (stereo unspecified),4,-5,0,2,-11,0.7,4,-2,-8,0
CCCn1nnc(NC(=O)C(c2ccccc2)c2ccccc2)n1,5,12,-4,-6,-5,1.2,0,-1,4,-6
COc1ccc(C(C)=O)cc1Cn1c(C)c(C(=O)NC2CC2)sc1=O,0,6,1,8,nt,-1.1,5,-3,-3,4
CCCCNC(=O)Cn1c(-c2ccc(OC)cc2)noc1=O,-2,-1,-4,1,6,0.4,-3,-3,11,-4
O=C(NCc1ccc(F)cc1)N1CCN(C(=O)c2ccccc2)CC1,2,-3,1,-1,-5,1.2,-2,2,8,-2
C1CC2CN(c3nc4nonc4nc3N3CCSCC3)CCN2C1 (stereo unspecified),-3,-11,-2,2,9,-3.1,3,4,-1,1
CN(C)c1ccc(/C=N\Nc2nc(-c3ccccc3)cc(=O)[nH]2)cc1,6,7,-1,6,-1,-3.3,-4,-1,9,5
CC(C)NC(=O)c1ccc(NC(=O)CC2SC(N3CCCCC3)=NC2=O)cc1 (stereo unspecified),-1,-6,1,-9,-2,-1.3,2,-3,4,0
COC(=O)c1sccc1NC(=O)c1cc2c(s1)CCCC2,8,-13,1,-2,-24,3.2,0,-12,3,-5
Cc1ccc(OCCSc2ncccn2)c(C)c1,-5,6,0,-10,-5,-2.3,-6,-1,10,3
COc1ccccc1OCCn1nc2ccccc2c1OC,-2,-11,-5,-6,nt,-1.4,8,-4,-2,-5
CCCCc1c(O)nc(SCC(=O)Nc2ccc3c(c2)CCC3)[nH]c1=O,7,6,0,-5,9,2.0,-3,0,18,0
CN(c1cccc(Cl)c1)S(=O)(=O)c1cccc(C(=O)Nc2ccc3c(c2)CCC3)c1,11,10,-2,-2,-60,-0.9,-50,2,4,-2
CC1CCCN(C(=O)COC(=O)CSc2ccc(C(N)=O)cc2[N+](=O)[O-])C1 (stereo unspecified),-4,-6,1,-2,3,-0.2,6,-7,13,-1
COCCCNC(=S)Nc1cccc(SC)c1,-2,-10,-1,-8,4,0.5,-4,2,3,3
CCCCN(C(=O)c1ccc(Cl)cc1)C1CC2CCC(C1)N2C (stereo unspecified),2,4,3,-7,2,-1.0,-1,-17,-2,-13
COc1ccc(CCc2cc(OC)cc(=O)o2)cc1,-1,0,-4,3,-7,-1.8,-6,-4,-2,2
COc1ccc(CCNC(=O)CSc2ccccn2)cc1OC,-1,3,-1,-1,-1,0.1,-2,0,4,6
Cn1nc(C(F)(F)F)c(-c2ccccc2)c1NC(=O)c1nccnc1C(=O)O,-1,4,0,6,6,0.0,4,-3,2,4
CCCc1cc(=O)oc2cc(OCC(=O)NCc3ccccn3)ccc12,2,-17,-5,9,0,0.2,7,-12,9,-25
CCCCCN1CCCCC(NC(=O)c2ccc(C)cc2)C1=O (stereo unspecified),-3,nt,-1,-10,nt,nt,-2,3,nt,3
COC(=O)c1cn(-c2ccccc2)nc1-c1ccc(OC)c(OC)c1,3,-10,0,6,-15,1.1,0,-2,-7,2
Cc1cccc(-c2noc(CN(C(=O)c3ccc(Br)o3)C(C)C)n2)c1,-5,-12,0,1,-44,-0.2,-1,-9,-6,-3
COc1cc(CNc2ccc3[nH]c(=O)[nH]c3c2)ccc1OCc1ccc(C)cc1,15,9,0,0,-1,-2.2,20,-7,2,-3

# Exported with tabs: part of the list above.
mol	rCAG binder	ASAP1 GAP inh	SMARCA2 act	NR1D1 modulator	HTRA1 inh	PG9 binder	ABHD4 inh	NPR2 activator	ARFGAP1 inh	GC-A act
Cn1nc(C(F)(F)F)c(-c2ccccc2)c1NC(=O)c1nccnc1C(=O)O	-1	4	0	6	6	0.0	4	-3	2	4
CCCc1cc(=O)oc2cc(OCC(=O)NCc3ccccn3)ccc12	2	-17	-5	9	0	0.2	7	-12	9	-25
CCCCCN1CCCCC(NC(=O)c2ccc(C)cc2)C1=O (stereo unspecified)	-3	nt	-1	-10	nt	nt	-2	3	nt	3
COC(=O)c1cn(-c2ccccc2)nc1-c1ccc(OC)c(OC)c1	3	-10	0	6	-15	1.1	0	-2	-7	2
Cc1cccc(-c2noc(CN(C(=O)c3ccc(Br)o3)C(C)C)n2)c1	-5	-12	0	1	-44	-0.2	-1	-9	-6	-3

# (listing goes on)
SMILES,rCAG binder,ASAP1 GAP inh,SMARCA2 act,NR1D1 modulator,HTRA1 inh,PG9 binder,ABHD4 inh,NPR2 activator,ARFGAP1 inh,GC-A act
O=C(Nc1ccc(Br)cc1)O[C@@H]1CC[C@@]23CCCN2C(=O)CCC[C@H]3C1,nt,nt,nt,-1,nt,nt,-2,-11,nt,0
COc1ccc(/[N+]([O-])=C/c2ccoc2)cc1,5,-3,4,0,-3,-2.6,12,1,12,2
Cc1cc(C)cc(NC(=O)N2C3CCCC2CC(NC(=O)C2CC2)C3)c1 (stereo unspecified),0,13,-2,3,-4,-2.8,4,1,-12,1
COc1ccccc1CCc1nnc(CCC(=O)NCCC2CCCCO2)o1 (stereo unspecified),-1,-2,-2,-5,3,-1.2,-3,0,-4,2
O=C(CCc1n[nH]c(=O)[nH]c1=O)N1CCOCC1,4,1,-4,0,2,2.8,-4,-5,-1,1
O=C(NN=Cc1ccccc1Cl)c1ccc([N+](=O)[O-])cc1,4,-27,2,2,-9,-0.2,2,3,3,-3

# Whole records, quoted from the list. Values in the order: rCAG binder, ASAP1 GAP inh, SMARCA2 act, NR1D1 modulator, HTRA1 inh, PG9 binder, ABHD4 inh, NPR2 activator, ARFGAP1 inh, GC-A act
# Results for OCC1(CCc2ccccc2)CCN(Cc2cc(F)ccc2-n2cccn2)CC1 = -8, 3, -3, 0, -5, 1.3, 2, 0, 4, -2
# Results for COc1ccc(CCc2cc(OC)cc(=O)o2)cc1 = -1, 0, -4, 3, -7, -1.8, -6, -4, -2, 2
# Results for O=C(NCc1ccc(F)cc1)N1CCN(C(=O)c2ccccc2)CC1 = 2, -3, 1, -1, -5, 1.2, -2, 2, 8, -2
# Results for COc1ccc(NC(=O)C2CCCN(S(=O)(=O)c3ccc(C)cc3)C2)cc1OC (stereo unspecified) = -1, 13, -2, -1, 3, 0.5, 5, -2, 7, 4
# Results for CCCn1nnc(NC(=O)C(c2ccccc2)c2ccccc2)n1 = 5, 12, -4, -6, -5, 1.2, 0, -1, 4, -6
